CIT2 TOR yeast = alters CIT2-GFP fluorescence in TOR pathway yeast screen; S. cerevisiae CIT2-GFP strain, flow cytometry, 3 h; 100 means same as DMSO wells; GFP response vs DMSO, % at 10 µM; 320,000 compounds, 0.065% hits; AID 2029;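 active = GFP response relative to DMSO above a set limit, near the screen mean plus 3 SD, cut at about 150% in these data; inconclusive = Fewer than 70 cells measured for a yeast strain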;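 also: ratio of well median GFP fluorescence to mean of DMSO wells on the plate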
LAP4 TOR yeast = modulators of TOR pathway LAP4-GFP in S. cerevisiae | GFP response vs DMSO, % at 10 µM | 320,000 compounds, 0.34% hits | S. cerevisiae LAP4-GFP multiplex, flow cytometry GFP, 3 h; median GFP as percent of DMSO wells | AID 2023;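 active = GFP response vs DMSO above a set limit, about the screen mean plus 3 SD, cut at about 150% in these data; inconclusive = under 70 cell events counted for the yeast strain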
MEP2-GFP yeast = yeast TOR pathway MEP2-GFP modulation | S. cerevisiae MEP2-GFP strain, flow cytometry GFP, 3 h; 100% = DMSO control level | GFP response vs DMSO, % at 10 µM | 330,000 compounds, 0.51% hits;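 active = GFP response versus DMSO above a set limit, roughly screen mean plus 3 SD, cut at about 180% in these data; inconclusive = fewer than 70 cells counted for a yeast strain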;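 also: median GFP fluorescence of the barcode-gated MEP2-GFP cells per well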
GASC-1 inh = human JMJD2C demethylase inhibition; Q9H3R0; inhibition, % at 2.35 µM; GST-JMJD2C(1-420) H3K9me3 demethylation, DELFIA europium; 330,000 compounds, 0.069% hits; AID 2099;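 active = more than half of a compound's replicate wells show inhibition beyond 50%, single wells judged on their own value; inconclusive = some, but no more than half, of replicates pass 50% inhibition; inactive = no replicate passes 50% inhibition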;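 also: signal counts dimethyl H3K9 product captured on neutravidin plate; 0% = median of DMSO wells and 100% = 0.3 times that DMSO median; strong numbers were not always called active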
Target sequence (Q9H3R0 1-420 limits assumed): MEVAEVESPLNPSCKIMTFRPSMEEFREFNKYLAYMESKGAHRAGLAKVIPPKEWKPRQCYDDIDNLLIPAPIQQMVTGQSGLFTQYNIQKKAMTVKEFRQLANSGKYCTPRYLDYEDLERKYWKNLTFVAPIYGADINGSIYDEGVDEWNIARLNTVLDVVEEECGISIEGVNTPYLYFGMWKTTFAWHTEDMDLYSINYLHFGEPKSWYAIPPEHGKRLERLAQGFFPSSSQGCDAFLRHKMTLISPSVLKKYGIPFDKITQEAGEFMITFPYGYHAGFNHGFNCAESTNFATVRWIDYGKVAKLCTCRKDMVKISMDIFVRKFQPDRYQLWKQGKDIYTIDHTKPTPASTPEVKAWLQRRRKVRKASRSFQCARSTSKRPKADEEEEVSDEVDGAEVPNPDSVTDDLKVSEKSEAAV
RPL19A TOR yeast = yeast TOR pathway RPL19A-GFP modulation; S. cerevisiae RPL19A-GFP strain, flow cytometry, 3 h; active compounds read low; percent response vs DMSO, % at 10 µM; 330,000 compounds, 0.3% hits; AID 2025;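 active = percent response vs DMSO below 50%; inconclusive = fewer than 70 events counted for the yeast strain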;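 also: median channel GFP fluorescence of the barcoded RPL19A-GFP strain; ratio of sample median GFP to plate DMSO average so 100% = DMSO; lower means less RPL19A-GFP as with rapamycin TOR inhibition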
AGP1 TOR yeast = modulators of TOR pathway AGP1-GFP in S. cerevisiae. S. cerevisiae AGP1-GFP multiplex flow cytometry, 3 h; GFP as percent of DMSO wells. GFP response vs DMSO, % at 10 µM. 320,000 compounds, 0.02% hits. AID 2066;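 active = GFP response relative to DMSO above a set limit, near screen average plus 3 SD, cut at about 150% in these data; inconclusive = fewer than 70 cells counted for the yeast strain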;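 also: median GFP channel fluorescence of the gated AGP1 strain per well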
VLA-4 inh = inhibition in a human VLA-4 binding assay; P13612; VLA-4 expressing cells, ligand binding flow cytometry; inhibition, % (about 7 µM as worked out from the volumes in the protocol); 330,000 compounds, 0.2% hits; AID 2557; in the data active = inhibition above about 50%
GRK2 inh = human GRK2 inhibition via aptamer displacement; P25098; bead flow cytometry, FAM-aptamer displacement from GRK2; inhibition of aptamer binding, % at 10 µM; 330,000 compounds, 0.59% hits; AID 488847;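 active = inhibition of aptamer binding above 40%, roughly 3 SD of noise, on plates passing a quality check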;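 also: median bead fluorescence of bound FAM aptamer so fluorescent compounds give negative values; no value below 0 was filed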
Target sequence (P25098 whole entry, looked up): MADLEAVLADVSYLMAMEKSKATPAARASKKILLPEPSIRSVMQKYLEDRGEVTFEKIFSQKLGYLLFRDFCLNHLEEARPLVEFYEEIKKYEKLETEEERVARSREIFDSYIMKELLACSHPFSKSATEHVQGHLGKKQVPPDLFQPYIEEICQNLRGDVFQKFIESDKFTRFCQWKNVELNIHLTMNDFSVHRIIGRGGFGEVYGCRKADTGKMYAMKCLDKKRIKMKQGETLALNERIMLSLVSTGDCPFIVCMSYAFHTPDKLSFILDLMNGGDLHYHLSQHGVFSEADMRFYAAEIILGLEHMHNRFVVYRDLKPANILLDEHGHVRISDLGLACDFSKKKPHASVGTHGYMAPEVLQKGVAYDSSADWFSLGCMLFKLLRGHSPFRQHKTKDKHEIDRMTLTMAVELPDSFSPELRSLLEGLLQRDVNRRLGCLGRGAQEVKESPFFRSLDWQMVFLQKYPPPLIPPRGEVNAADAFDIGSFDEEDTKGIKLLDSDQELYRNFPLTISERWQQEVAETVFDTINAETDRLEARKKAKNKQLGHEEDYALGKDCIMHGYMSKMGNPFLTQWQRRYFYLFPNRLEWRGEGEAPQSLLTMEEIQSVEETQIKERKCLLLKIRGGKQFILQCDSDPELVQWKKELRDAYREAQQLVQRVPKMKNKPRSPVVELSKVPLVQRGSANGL
* marks the source's active call; other numbers are inactive results; ? = inconclusive; · = no result given; [ ] = dose if it differs, or a comment.

[1] Cc1cc(C(=O)Nc2cccc(-c3ccc(N4CCOCC4)nn3)c2)ccc1[N+](=O)[O-]
[2] O=C(COC(=O)c1ccc2c(=O)n3c(nc2c1)CCC3)NC1CCS(=O)(=O)C1 (stereo not drawn)
[3] Cc1ccc(S(=O)(=O)N2CCN(C(=O)CN3C(=O)c4ccccc4C3=O)CC2)c(C)c1
[4] CC(NC(=O)Cn1c(=O)[nH]c2ccsc2c1=O)C12CC3CC(CC(C3)C1)C2 (stereo not drawn)
[5] CCOC(=O)c1c(C)oc2ccc(OCC(N)=O)cc12
[6] CCOc1ccc(CCNC(=O)COn2nnc3ccc(S(=O)(=O)N4CCOCC4)cc32)cc1OCC
[7] O=S1(=O)CCC(NCC2CCCO2)C1 (stereo not drawn)
[8] Cc1cc(C(C)(C)C)ccc1OCCn1ccnc1
compound no.	1	2	3	4	5	6	7	8
CIT2 TOR yeast	107	107	89	90	100	81	93	·
LAP4 TOR yeast	99	106	103	·	103	90	100	82
MEP2-GFP yeast	97	104	102	94	112	99	100	98
GASC-1 inh	0	1	3	4	-4	1	-1	4
RPL19A TOR yeast	103	98	103	95	101	94	102	102
AGP1 TOR yeast	109	102	99	97	100	94	104	96
VLA-4 inh	-12	-8	1	-8	17	7	-10	-2
GRK2 inh	0	0	3	0	0	4	0	2

[9] O=C(CN1C(=O)NC2(CCCCCCC2)C1=O)NCc1ccccc1
[10] COC(=O)COc1ccc(S(=O)(=O)N2CCN(c3ccc(OC)cc3)CC2)cc1
[11] O=C(Nc1nc2ccccc2s1)Nc1ccc([N+](=O)[O-])cc1Cl
[12] CC(=O)Nc1ccc(Oc2cc(C#N)c(C#N)cc2N2CCCCCC2)cc1
[13] CCC(=O)Nc1nc(C)c(C(=O)Nc2cccc(Cl)c2)s1
[14] CCN(CC)c1cc(C(F)(F)F)nc(-c2ccccn2)n1
[15] COc1ccnc(Oc2ccc(F)cc2)c1C#N
[16] Clc1ccc(Cn2cc(/C=N/n3cnnc3)c3ccccc32)cc1
compound no.	9	10	11	12	13	14	15	16
CIT2 TOR yeast	96	92	111	92	104	93	95	98
LAP4 TOR yeast	103	103	105	104	89	102	94	101
MEP2-GFP yeast	97	98	101	101	96	113	106	94
GASC-1 inh	-2	3	14	6	3	-1	-7	3
RPL19A TOR yeast	100	94	101	100	100	97	99	·
AGP1 TOR yeast	100	105	105	96	100	91	85	100
VLA-4 inh	-9	8	0	1	-12	-3	25	-2
GRK2 inh	3	0	0	0	2	0	0	2

[17] COc1cc(/C=N/n2cnnc2)ccc1OC(=O)c1ccncc1
[18] Cc1ccc(C(c2nnnn2C2CCCC2)N2CCN3CCCC3C2)cc1 (stereo not drawn)
[19] COCCN1C(=O)N(c2cccc(OC)c2)C(=O)C1CC(=O)Nc1ccc(Cl)cc1 (stereo not drawn)
[20] Cc1ccc(-c2ccc(S(=O)(=O)N3CCN(C)CC3)cc2)cc1
[21] O=C(N/N=C/c1ccc(Cl)c([N+](=O)[O-])c1)C1CC1
[22] O=C(N[C@H](Cc1ccc(Cl)cc1)C(=O)O)OCC1c2ccccc2-c2ccccc21
[23] CCOC(=O)CNC(=O)Cn1cnc2c(nnn2-c2ccc(F)cc2)c1=O
[24] COc1ccc(-c2cc3nc4c(c(N5CCC6(CC5)OCCO6)n3n2)CCC4)cc1
compound no.	17	18	19	20	21	22	23	24
CIT2 TOR yeast	·	107	89	97	101	·	103	99
LAP4 TOR yeast	73	99	75	103	105	115	99	97
MEP2-GFP yeast	100	106	88	91	104	91	100	101
GASC-1 inh	-2	20	-1	2	10	-7	11	-18
RPL19A TOR yeast	99	99	87	107	104	100	105	103
AGP1 TOR yeast	98	101	84	111	107	81	106	97
VLA-4 inh	8	-14	10	7	-3	1	4	-4
GRK2 inh	0	0	0	2	0	0	2	0

[25] CCOc1cc(NC(=O)c2cccs2)c(OCC)cc1NC(=O)CCC(=O)NCCN1CCOCC1
[26] COc1ccc(CCN2C(=O)NC(NC(=O)CCc3ccccc3)(C(F)(F)F)C2=O)cc1OC (stereo not drawn)
[27] O=C(CCc1nc2sc3c(c2c(=O)[nH]1)CCCC3)Nc1cccc(Cl)c1
[28] Cc1nn(C)c(Oc2ccccc2)c1[N+](=O)[O-]
[29] COc1ccc([C@H]2CC(=O)C=C(c3ccc(C)cc3)C2)cc1
[30] ClC(Cl)(Cl)c1nc2ccccc2n2nncc12
[31] Cc1cccc(NC(=O)CSc2nc(COc3ccccc3)nc3ccccc23)c1C
[32] Cc1ccc(NC(=O)COC(=O)c2cccnc2Cl)cc1S(=O)(=O)N1CCOCC1
compound no.	25	26	27	28	29	30	31	32
CIT2 TOR yeast	97	105	101	99	86	113	88	87
LAP4 TOR yeast	101	91	108	107	101	108	102	105
MEP2-GFP yeast	103	89	109	106	89	104	97	93
GASC-1 inh	-5	16	-41	-4	1	21	0	3
RPL19A TOR yeast	102	107	102	104	99	106	95	95
AGP1 TOR yeast	100	101	107	102	80	103	92	98
VLA-4 inh	-1	17	8	8	17	18	0	16
GRK2 inh	3	0	0	5	0	0	7	0

[33] Cc1csc(NC(=O)CSc2nc(C(C)C)nc3c2c(=O)n(C)c(=O)n3C)n1
[34] O=C(/C=C/c1cc([N+](=O)[O-])ccc1OC(F)F)Nc1cccc([N+](=O)[O-])c1
[35] CC(=O)c1ccc(OCC(O)CN2CCCC(C)C2)cc1 (stereo not drawn)
[36] O=C(O)C1Cc2ccccc2CN1C(=O)COc1ccc(Cl)cc1Cl (stereo not drawn)
[37] CCOc1ccc(Br)cc1C(=S)N1CCCC1
[38] CCN(CC)CCCNC(=O)Cn1ncc2c(=O)oc3ccc(C)cc3c21
[39] COc1ccc(CC(=O)NNC(=O)CSc2nnc(C)n2-c2ccccc2)cc1
[40] CCN1CCN(C2CCCCC2NS(=O)(=O)c2ccccc2)CC1 (stereo not drawn)
compound no.	33	34	35	36	37	38	39	40
CIT2 TOR yeast	103	94	99	105	96	95	94	106
LAP4 TOR yeast	112	110	99	105	94	99	97	106
MEP2-GFP yeast	110	104	102	97	92	97	90	107
GASC-1 inh	-11	22	9	4	-31	10	-6	1
RPL19A TOR yeast	104	97	102	99	97	98	95	97
AGP1 TOR yeast	109	99	96	99	93	97	94	102
VLA-4 inh	20	·	5	1	-3	16	-4	-5
GRK2 inh	2	0	6	3	0	0	0	0

[41] Cc1ccc(C2=NN(CCC(=O)NCCC(C)C)C(=O)CC2)cc1
[42] CCOC(=O)c1[nH]c(=O)[nH]c1COC(=O)c1cc2ccccc2o1
[43] Cc1ccc(C23CC4CC(CC(NC(=O)N5CCN(C)CC5)(C4)C2)C3)cc1
[44] O=C(NNC(=O)c1ccc(NC(=O)c2ccccc2)cc1)c1ccc(F)cc1
[45] COCCCNC(=O)C1CCN(S(=O)(=O)N(CC(C)C)CC(C)C)CC1
[46] Cc1ccc(CNC(=O)CCS(=O)(=O)c2ccc3c(c2)CC(C)N3C(=O)C2CC2)o1 (stereo not drawn)
[47] CCc1ccc(-c2nc(CS(=O)CC(=O)NCCCN3CCOCC3)c(C)o2)cc1 (stereo not drawn)
[48] CS(=O)(=O)NCCNc1ccc(Cl)cc1[N+](=O)[O-]
compound no.	41	42	43	44	45	46	47	48
CIT2 TOR yeast	109	97	103	98	109	?	96	101
LAP4 TOR yeast	80	94	98	75	94	81[may fluoresce violet]	121	93
MEP2-GFP yeast	89	98	105	112	108	138[may fluoresce violet]	101	102
GASC-1 inh	7	1	·	6	3	-1	-12	-3
RPL19A TOR yeast	119	97	101	114	101	17*[may fluoresce violet]	99	106
AGP1 TOR yeast	78	100	109	90	109	?	98	104
VLA-4 inh	14	30	9	8	20	5	1	8
GRK2 inh	1	0	0	0	0	0	2	3

Among those listed so far, these contain a nitro group on carbon.
[1] Cc1cc(C(=O)Nc2cccc(-c3ccc(N4CCOCC4)nn3)c2)ccc1[N+](=O)[O-]
[11] O=C(Nc1nc2ccccc2s1)Nc1ccc([N+](=O)[O-])cc1Cl
[21] O=C(N/N=C/c1ccc(Cl)c([N+](=O)[O-])c1)C1CC1
[28] Cc1nn(C)c(Oc2ccccc2)c1[N+](=O)[O-]
[34] O=C(/C=C/c1cc([N+](=O)[O-])ccc1OC(F)F)Nc1cccc([N+](=O)[O-])c1
[48] CS(=O)(=O)NCCNc1ccc(Cl)cc1[N+](=O)[O-]
compound no.	1	11	21	28	34	48
CIT2 TOR yeast	107	111	101	99	94	101
LAP4 TOR yeast	99	105	105	107	110	93
MEP2-GFP yeast	97	101	104	106	104	102
GASC-1 inh	0	14	10	-4	22	-3
RPL19A TOR yeast	103	101	104	104	97	106
AGP1 TOR yeast	109	105	107	102	99	104
VLA-4 inh	-12	0	-3	8	·	8
GRK2 inh	0	0	0	5	0	3

More structures follow.
[49] CC(C)(C)OC(=O)N[C@@H](Cc1ccccc1)C(=O)N[C@@H](CO)[C@H](O)[C@@H]1C[C@@H]1C(=O)NC1CC1
[50] O=C(Nc1cccc(S(=O)(=O)NC2=NCCC2)c1)c1cnc(Cl)c(Cl)c1
[51] CCCCN(C)CCNC(=O)c1cc(-c2cccnc2)nc2ccc(S(=O)(=O)N3CCC(C)CC3)cc12
[52] CCOC(=O)C1CCCN(CCC(=O)Nc2cc(OC)ccc2OC)C1 (stereo not drawn)
[53] CCCNc1nc2ccccc2n2c(C)nnc12
[54] Cc1ccc(C)n1-c1ccc(-c2ccn[nH]2)cc1
[55] CC(C)c1ccc(-c2csc(NC(=O)c3cccs3)c2C(=O)O)cc1
[56] COc1ccc(C2N(c3cccc(Cl)c3)C(=O)C3CCCN32)cc1 (stereo not drawn)
compound no.	49	50	51	52	53	54	55	56
CIT2 TOR yeast	66	93	107	109	109	95	113	99
LAP4 TOR yeast	105	97	106	91	106	97	98	96
MEP2-GFP yeast	89	97	108	109	110	108	90	97
GASC-1 inh	6	-9	-10	-24	9	9	-1	-1
RPL19A TOR yeast	94	101	102	114	104	101	103	99
AGP1 TOR yeast	80	103	107	111	102	88	106	98
VLA-4 inh	-5	13	-7	-1	0	0	2	11
GRK2 inh	1	3	0	0	0	4	1	5

[57] CC(=O)c1ccccc1Oc1ncnc(N)c1[N+](=O)[O-]
[58] CC1(C)Cc2c(c(N3CCOCC3)nc3sc(C(=O)Nc4ccc(Cl)cc4)c(N)c23)CO1
[59] COc1ccc(-c2ccc3oc(-c4ccc(OC)cc4)c(-c4cc(OC)c(OC)c(OC)c4)c3c2)cc1
[60] Cc1cccc(-c2oc3ccccc3c2-c2ccc3c(c2)OCO3)c1
[61] CS(=O)(=O)N(CCc1ccccc1)CC(=O)NCc1ccccc1
[62] CNc1nc(NCc2ccccc2)nc(N)c1[N+](=O)[O-]
[63] Cc1csc(NC(=O)CN2C(=O)c3ccccc3C2=O)c1C(N)=O
[64] O=C(O)C1CC(O)CN1c1nc(Cl)ccc1[N+](=O)[O-] (stereo not drawn)
compound no.	57	58	59	60	61	62	63	64
CIT2 TOR yeast	109	97	93	107	91	95	98	104
LAP4 TOR yeast	86	97	106	143	93	92	95	94
MEP2-GFP yeast	100	105	95	89	101	99	82	100
GASC-1 inh	1	21	6	2	-13	-37	-1	14
RPL19A TOR yeast	100	102	99	100	94	96	92	98
AGP1 TOR yeast	99	100	89	86	98	93	98	107
VLA-4 inh	5	15	-9	-9	15	-1	-1	-4
GRK2 inh	3	0	1	1	2	0	0	0

Screening data as filed in PubChem BioAssay.
